Screens: PubChem BioAssay, Sanford-Burnham Center for Chemical Genomics
hIAP act: human IAP activators, primary screen, biochemical, luminescence, uHTS. Intestinal-type alkaline phosphatase (Homo sapiens), P09923. purified human IAP, CDP-Star luminescence, 30 min; active compounds read high; 1 = vehicle-only enzyme, 0 = enzyme-free background. activation factor at 10 µM. hit rate 0.16% among 330,000. AID 2524, 2010;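 active = activation factor of the enzyme at least 2-fold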; note: the source names both 10 and 20 µM as test concentration; values of inactives mirror those of a sister screen read the other way
NLRP3 yeast inh: NALP3 inflammasome inhibitors in reconstituted yeast, primary screen, luminescence, uHTS; Yeast reconstituted NLRP3/ASC/caspase-1, beta-gal luminescence, 24 h; inhibition, % at 10 µM; hit rate 0.39% among 330,000; AID 2825, 2010;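 active = inhibition of 50% or more; inactive = inhibition below 50%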;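 note: plate controls were induced DMSO wells for no effect and uninduced yeast grown without galactose for full effect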
beta cell repl: inducers of MIN6 beta-cell proliferation, primary screen, ATP luminescence, uHTS; MIN6 cells proliferation, ATPlite luminescence, 48 h; cells starved in 0.2% serum; 100% = growth in 10% serum; proliferation, % at 10 µM; hit rate 0.29% among 330,000; AID 2380, 2010;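 active = compounds whose signal lies at least 3.5 SD above the mean of all wells on their plate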;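 note: 0% = DMSO-treated cells in low-serum medium and 100% = 10% serum control; some compounds called inactive have numbers as strong as hits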
mIAP activ: activators of mouse IAP, primary screen, biochemical, luminescence, uHTS | muIAP, CDP-Star luminescence, 30 min; active compounds read high; 1 = vehicle-only enzyme signal, 0 = enzyme-free wells | activation factor at 10 µM | hit rate 0.24% among 330,000;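 active = activation factor of at least 2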; note: the source names both 10 and 20 µM as test concentration; values of inactives mirror those of a sister screen read the other way
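also added = chemiluminescent substrate CDP-Star | test system = mouse IAP enzyme | signal = chemiluminescence readout | compound = DMSO-dissolved test compounds | incubation = 30 min at room temperature | benchmarks = DMSO wells, no-enzyme wells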
APOBEC3G inh: APOBEC3G DNA deaminase inhibitors, primary screen, biochemical, fluorescence, single-stranded DNA substrate, uHTS | DNA dC->dU-editing enzyme APOBEC-3G (Homo sapiens), Q9HC16 | recombinant A3G, ssDNA deamination FAM/TAMRA fluorescence | AID 493012, 2011 | hit rate 0.28% among 330,000 | inhibition, % at 20 µM;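 active = inhibition of at least 40% at 20 µM, with no more than 30% in the related APOBEC3A deaminase screen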;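 note: plate controls were DMSO wells with A3G for no effect and wells lacking A3G enzyme for full effect; some compounds called inactive have numbers as strong as hits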
Target sequence (Q9HC16 whole entry, looked up): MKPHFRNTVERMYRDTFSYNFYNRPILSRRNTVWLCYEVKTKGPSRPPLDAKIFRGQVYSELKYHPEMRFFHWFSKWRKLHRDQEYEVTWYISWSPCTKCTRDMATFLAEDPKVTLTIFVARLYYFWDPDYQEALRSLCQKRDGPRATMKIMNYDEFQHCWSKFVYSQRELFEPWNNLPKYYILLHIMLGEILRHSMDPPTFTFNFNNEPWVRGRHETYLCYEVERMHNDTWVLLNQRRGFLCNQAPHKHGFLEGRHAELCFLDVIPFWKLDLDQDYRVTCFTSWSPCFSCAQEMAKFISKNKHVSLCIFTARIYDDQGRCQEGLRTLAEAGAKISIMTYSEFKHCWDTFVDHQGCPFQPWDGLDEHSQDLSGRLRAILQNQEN
SENP1 FRET inh: human SENP1 catalytic domain inhibitors, primary screen, biochemical, FRET, uHTS; Sentrin-specific protease 1 (Homo sapiens), Q9P0U3; recombinant SENP1 catalytic domain, CyPet-SUMO1-YPet FRET cleavage; inhibition, % at 10 µM; hit rate 0.21% among 360,000; AID 624204, 2012;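 active = inhibition at least 30% at 10 µM, raw YFP signal under a set limit, fluorescence ratio 0.5 to 1.5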;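 note: 0% = enzyme with DMSO and 100% = no enzyme wells; some results filed as inactive read as strong as hits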
Target sequence (Q9P0U3 419-644 limits assumed): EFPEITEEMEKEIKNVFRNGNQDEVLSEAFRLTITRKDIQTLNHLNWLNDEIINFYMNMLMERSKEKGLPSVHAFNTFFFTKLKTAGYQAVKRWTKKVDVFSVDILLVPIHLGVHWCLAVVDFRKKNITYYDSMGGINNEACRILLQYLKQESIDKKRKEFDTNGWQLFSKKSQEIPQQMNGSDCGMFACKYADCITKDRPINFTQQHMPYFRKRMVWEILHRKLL
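Material – human SENP1 catalytic domain · Input – SENP1 enzyme, 20 pM final · Compound dosing – single concentration of 10 µM compound, 0.5% DMSO final · Timing – enzyme reaction for 50 min at room temperature, dark · Measured by – FRET fluorescence in CFP and YFP emission channels · Control set – no-enzyme wells low, DMSO-plus-enzyme wells high control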
APOBEC3A inh: APOBEC3A ssDNA deaminase inhibitors, primary screen, selectivity assay for APOBEC3G inhibitor project, biochemical, FAM/TAMRA oligo cleavage fluorescence. DNA dC->dU-editing enzyme APOBEC-3A (Homo sapiens), P31941. recombinant A3A, FAM/TAMRA ssDNA deamination fluorescence. inhibition, % at 20 µM. hit rate 0.41% among 330,000;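 active = at least 40% inhibition at 20 µM here, with at most 30% in a related deaminase screen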;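 note: plate controls were A3A with DMSO for no effect and wells lacking A3A enzyme for full effect; some results filed as inactive read as strong as hits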
Target sequence (P31941 whole entry, looked up): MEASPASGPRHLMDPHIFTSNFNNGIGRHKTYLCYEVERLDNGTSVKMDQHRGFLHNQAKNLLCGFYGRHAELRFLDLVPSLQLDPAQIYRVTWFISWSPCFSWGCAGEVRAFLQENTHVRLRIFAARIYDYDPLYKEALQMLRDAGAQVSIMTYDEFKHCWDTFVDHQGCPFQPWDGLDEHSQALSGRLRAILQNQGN
mIAP block: inhibitors of mouse IAP, primary screen, biochemical, luminescence, uHTS. intestinal alkaline phosphatase [Mus musculus]. purified mouse IAP, CDP-Star luminescence, 30 min. inhibition, % at 10 µM. hit rate 0.2% among 330,000. AID 2806, 2010;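 active = inhibition of at least 40% at 10 µM in the primary screen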;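 note: plate controls were DMSO with enzyme for no effect and no enzyme wells for full effect; values of inactives mirror those of a sister screen read the other way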
hIAP inh: human IAP inhibitors, primary screen, biochemical, luminescence, uHTS; Intestinal-type alkaline phosphatase (Homo sapiens), P09923; hit rate 0.12% among 330,000; inhibition, % at 10 µM; purified IAP, CDP-Star luminescence, 30 min;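 active = inhibition reaching a set limit with compound at 10 µM in the primary screen, cut at about 35% in these data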;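 note: plate controls were DMSO wells with enzyme for no effect and no-enzyme buffer wells for full effect; values of inactives mirror those of a sister screen read the other way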
Numbers without * were called inactive; nt = not tested or not shown.

SMILES | hIAP act | NLRP3 yeast inh | beta cell repl | mIAP activ | APOBEC3G inh | SENP1 FRET inh | APOBEC3A inh | mIAP block | hIAP inh
CCCN1C(=O)c2ccccc2NC1c1ccc(Br)cc1 (stereo not given) | 1 | 35 | -3 | 1.1 | -13 | -1 | -3 | -5 | -3
Cc1ccc(C(=O)NC(C)C(c2cccs2)N2CCCC2)s1 (stereo not given) | 1.2 | 0 | -1 | 1.1 | -2 | -1 | -4 | -12 | -17
CCCc1nc2n[nH]c(N)c2c2c1CCC2 | 1.1 | 6 | 0 | 0.94 | -4 | 1 | -2 | 6 | -14
CCC(C)Sc1ccc(-c2nc3ccccn3c2NCc2ccccc2)cc1OC (stereo not given) | 1 | 12 | -6 | 0.98 | 9 | -29 | -1 | 2 | 0
O=C(Cn1cnc2c(nnn2Cc2ccccc2F)c1=O)N1CCN(c2ccccc2)CC1 | 1.1 | 14 | 2 | 1.1 | -4 | 1 | 0 | -8 | -7
COc1ccc(C(C(=O)NC(C)(C)C)N(C(=O)CNC(=O)c2cccs2)c2cccnc2)cc1OC (stereo not given) | 1 | 1 | 0 | 1 | -8 | 0 | 2 | -2 | -2
CC1CCCCC1NC(=O)COC(=O)c1ccccn1 (stereo not given) | 0.95 | 3 | -1 | 0.98 | 2 | -1 | 5 | 2 | 5
Cc1ccc(OCCNC(=O)C2CC(=O)N(c3ccc(C)cc3)C2)cc1 (stereo not given) | 0.94 | 3 | -1 | 1.1 | -6 | -2 | -7 | -7 | 6
COc1ccccc1CNC(=O)c1cccc(S(=O)(=O)N(C)c2ccccc2)c1 | 1.1 | 21 | -3 | 1.2 | -7 | 2 | -4 | -21 | -6
CCCCCC(=O)Nc1ccc2oc(-c3ccncc3)nc2c1 | 0.99 | 25 | -2 | 0.92 | -11 | 1 | -4 | 8 | 1
CC(=O)NCCc1nc2ccccc2[nH]1 | 1 | 14 | 0 | 1 | 0 | 2 | 0 | -1 | -3
COC(=O)Cc1c(O)ccn(Cc2ccc(Cl)c(Cl)c2)c1=O | 1.1 | -4 | 0 | 1 | -3 | -1 | 0 | -4 | -8
COc1ccc(CNc2nc(NCc3ccc(OC)cc3)n(S(C)(=O)=O)n2)cc1 | 1.1 | 11 | -1 | 1 | 5 | 2 | -3 | -5 | -7
COCC(=O)Nc1c(C(=O)Nc2ccccc2OC)oc2ccccc12 | 0.84 | 9 | -2 | 0.95 | -1 | 1 | 3 | 5 | 16
Cc1[nH]n(C)c(=O)c1N=Nc1ccc(S(C)(=O)=O)cc1 | 0.96 | 14 | 5 | 0.92 | -6 | 3 | -4 | 8 | 4
CN(CCCCN1CCOCC1)Cc1nc(-c2ccc3c(c2)OCO3)no1 | 0.92 | 7 | 0 | 0.99 | -6 | 0 | -2 | 1 | 8
CCSc1nnc(CSc2ncccn2)n1C | 0.93 | -8 | 2 | 1 | -4 | 2 | 6 | -3 | 7
Cc1cc(C)c(S(=O)(=O)N2CCCC2=O)c(C)c1N(C)S(C)(=O)=O | 0.84 | 2 | 2 | 1 | -1 | 0 | -5 | -4 | 16
Nc1nonc1-n1nncc1-c1ccccc1 | 0.99 | 20 | -2 | 1 | 0 | 4 | -2 | -3 | 1
CCCCN(C)S(=O)(=O)c1ccc(C(=O)Nc2nnc(C3=COCCO3)o2)cc1 | 1.2 | -8 | -2 | 0.86 | -8 | 0 | -1 | 14 | -18
CC(C)c1ccc(N(C(=O)c2csnn2)C(C(=O)NC2CCCC2)c2cccnc2)cc1 (stereo not given) | 0.93 | -4 | 2 | 0.89 | -12 | 0 | -3 | 11 | 7
CCc1cc2c(NCCN3CCCCC3)ncnc2s1 | 1 | 11 | 0 | 0.92 | -5 | -3 | 0 | 8 | 0
Oc1ccccc1C1NN=C(c2ccccc2)S1 (stereo not given) | 1.2 | 32 | -4 | 1 | -6 | -20 | -5 | -5 | -17
CSc1ccccc1C(=O)Nc1c(C)cccc1C | 0.91 | 11 | -2 | 1 | -13 | 1 | 14 | 0 | 9
O=C(OCC(=O)N1CCN(c2ccccc2)CC1)c1cnc(Cl)c(Cl)c1 | 1.1 | 6 | -4 | 0.95 | -5 | nt | 0 | 5 | -12
CC1CCc2cc(F)ccc2N1C(=O)c1cccs1 (stereo not given) | 0.91 | -8 | -1 | 0.95 | -3 | -1 | -1 | 5 | 10
Clc1ccc(Cl)c(-c2nn3c(Cn4cnc5ccccc54)nnc3s2)c1 | 0.82 | 21 | -1 | 0.93 | -2 | 3 | 13 | 7 | 18
O=C(O)c1ccc(CSCc2ccccc2Cl)o1 | 0.87 | 14 | -6 | 0.97 | -5 | -1 | -3 | 3 | 13
COc1ccc(Nc2nc(C(=O)N3CCc4cc(OC)c(OC)cc4C3)cs2)cc1 | 1.1 | 15 | -2 | 1 | 7 | 0 | 13 | -2 | -7
C=CCN1C(=O)C2C3CC(=O)C(c4ccccc43)C2C1=O (stereo not given) | 1.1 | 17 | -2 | 0.99 | -7 | 0 | -2 | 1 | -12
COc1cccc(C(=O)NC(c2ccccc2)C2CCCC2)c1 (stereo not given) | 1.3 | 8 | -3 | 1.1 | -2 | -2 | 3 | -12 | -31
COc1cccc(-n2c(SCC(N)=O)nnc2-c2ccncc2)c1 | 0.86 | 3 | -2 | 1.1 | -2 | 2 | 2 | -7 | 14
COc1cc(NC(=O)c2ccc(C)cc2C)ccc1NC(=O)c1cc2ccccc2o1 | 0.93 | 6 | -2 | 0.95 | -6 | -69 | -6 | 5 | 7
COc1ccc(-c2noc(CCC(=O)N3CCN(Cc4ccccc4)CC3)n2)cc1 | 1.1 | 23 | -2 | 1 | -12 | -4 | -8 | -3 | -11
CCC(C)(C)c1ccc(OCCN2C(=O)NC(C)(C)C2=O)cc1 | 0.86 | -5 | 0 | 0.97 | -2 | 0 | 0 | 3 | 14
Cc1ccccc1CSCC(=O)NC1CCCC1 | 1.2 | 25 | -2 | 1.1 | -2 | 3 | 0 | -9 | -19
Nc1c(-c2ccccc2)cnn1-c1ccccc1 | 0.96 | 15 | -6 | 0.93 | -4 | 1 | -2 | 8 | 4
O=c1[nH]c2c(c(=O)[nH]1)CCC2 | 1 | -4 | -2 | 0.97 | -9 | 2 | 0 | 2 | -4
CC(=O)Nc1ccc(Nc2nc(C)c([N+](=O)[O-])c(N(C)c3ccccc3)n2)cc1 | 1 | 38 | -2 | 0.96 | -7 | 0 | -2 | 4 | -3
Cc1cc(C)nc(CCNC(=O)c2cc(COc3ccc(F)cc3Cl)on2)n1 | 0.92 | 31 | -1 | 0.97 | -1 | 1 | 4 | 2 | 8
O=C(CCN1CCc2ccccc2C1)Nc1ccc(F)cc1 | 1.1 | 1 | 0 | 0.99 | -3 | -27 | -2 | 1 | -9
Cc1ccc(NC(=S)N2CCC(C(N)=O)(N3CCCCC3)CC2)c(C)c1 | 0.97 | -8 | -1 | 0.96 | -6 | 1 | -1 | 4 | 3
COc1ccccc1NS(=O)(=O)c1ccc2c(c1)CCN2C(=O)CCC(=O)O | 0.97 | 7 | 3 | 1.2 | -1 | 1 | 1 | -18 | 3
CC(OC(=O)/C=C/c1ccccc1)C(=O)N1CCc2ccccc21 (stereo not given) | 0.98 | 13 | 4 | 0.98 | -5 | 0 | -3 | 2 | 2
CCOc1ccc(N2C(=O)CSC2c2ccncc2)cc1 (stereo not given) | 1 | 8 | 0 | 0.92 | -3 | 0 | -1 | 8 | 0
CC(C)c1ccc(NC(=O)CCNS(=O)(=O)c2ccc3[nH]c(=O)oc3c2)cc1 | 0.87 | 7 | -1 | 0.8 | 1 | 1 | 18 | 20 | 13
CCc1cc(-c2n[nH]c(=S)n2CC)cs1 | 0.95 | 17 | 0 | 0.99 | 52* | 1 | -3 | 1 | 5
CN(CC(=O)Nc1ccccc1Br)C(=O)COc1ccc2ccccc2c1 | 0.99 | 7 | 0 | 1.1 | -6 | 1 | -6 | -12 | 1
COc1ccc(OC)c2sc(N(CCCN(C)C)C(=O)CCS(=O)(=O)c3ccccc3)nc12 | 0.95 | 26 | -7 | 0.96 | -4 | -1 | -2 | 4 | 5
O=C(O)CNC(=O)/C(=C\c1cccc([N+](=O)[O-])c1)NC(=O)c1ccco1 | 0.94 | 13 | -2 | 1 | -6 | -76 | -1 | -3 | 6
Other entries follow:
SMILES | hIAP act | NLRP3 yeast inh | beta cell repl | mIAP activ | APOBEC3G inh | SENP1 FRET inh | APOBEC3A inh | mIAP block | hIAP inh
C=C(C)COc1ccc(-c2n[nH]c(C)c2-c2ccc(Br)cc2)c(O)c1 | 1.3 | 14 | -5 | 1 | -8 | -2 | -1 | -2 | -33
Cc1cc2cc(CNC(=O)c3ccc(C)c([N+](=O)[O-])c3)ccc2[nH]1 | 0.91 | 47 | -2 | 0.91 | -4 | -14 | -4 | 9 | 9
COc1ccc(/C=C/c2nc(-c3ccccc3O)n[nH]2)cc1OC | 1.6 | -3 | -2 | 0.89 | 0 | 1 | 4 | 11 | -64
COc1cccc(CNC(=O)CCC2CCCN(C(=O)c3cccnc3SC)C2)c1 (stereo not given) | 1.1 | -16 | 0 | 1 | -2 | 2 | -6 | -1 | -10
CC(C)CCn1nc(C(=O)Nc2nc3c(s2)CCCC3)c2ccccc2c1=O | 1 | -3 | -5 | 0.91 | -3 | 1 | -1 | 9 | 0
Cc1ccc(S(=O)(=O)N(C)c2ccc(C(=O)NCCc3ccccc3)cc2)cc1 | 0.94 | 31 | -6 | 1 | -3 | 0 | 6 | -1 | 6
CCOC(=O)c1ccc(NC(=O)CN(c2ccc(C)cc2)S(=O)(=O)c2c(C)nn(C)c2C)cc1 | 0.93 | 17 | -3 | 1.2 | -7 | 0 | -1 | -20 | 7
O=C(Nc1ccc(S(=O)(=O)Nc2ccc(F)cc2)cc1)c1ccc(CN2CCOCC2)cc1 | 1.1 | 4 | -4 | 1.1 | -10 | 0 | 1 | -8 | -6
NC(=O)NOCc1cccc(Cl)c1 | 1 | 18 | 1 | 1 | -3 | 0 | 4 | 0 | -3

The list is partial; count on the stated rates, not on these rows.
